# hgDAF12 agonist: agonists of H. glycines DAF-12 nuclear receptor; HEK293 GAL4-hgDAF12 UAS-luciferase reporter, agonist luminescence; normalized to butyrate control; activation, % at 6.8 µM; hit rate 1.8% among 370,000;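 active means activation above a cutoff set at the mean of all screened compounds plus 3 SD, cut at about 10% in these data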;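 further: 0% = DMSO wells and 100% = sodium butyrate wells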
# DAX1 inh-1: inhibitors of human orphan nuclear receptor DAX1 (NR0B1) | P51843 | HEK293 Gal4-DAX1 luciferase reporter, luminescence | hit rate 0.99% among 340,000 | AID 504766 | inhibition, % at 6.75 µM;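 active means inhibition above the mean over all tested compounds plus 3 SD, cut at about 4.2% in these data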;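 further: 0% = DAX1-transfected cells with DMSO and 100% = empty-vector control cells with DMSO; inhibition shows as a rise in luminescence from relieved DAX1 repression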
# Target sequence (P51843 207-470 limits assumed): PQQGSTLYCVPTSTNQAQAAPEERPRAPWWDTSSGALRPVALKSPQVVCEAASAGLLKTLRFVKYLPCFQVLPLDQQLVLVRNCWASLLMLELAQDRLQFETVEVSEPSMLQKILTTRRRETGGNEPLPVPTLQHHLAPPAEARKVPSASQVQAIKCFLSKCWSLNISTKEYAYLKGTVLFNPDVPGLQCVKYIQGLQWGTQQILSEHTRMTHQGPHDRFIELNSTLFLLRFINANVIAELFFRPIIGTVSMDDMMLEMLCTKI
# GC-A act: GC-A (human) enzyme activation | hit rate 0.14% among 370,000 | HEK293 GC-A cells, cGMP TR-FRET, EC30 ANP; 0% at EC30 ANP, 100% saturating ANP | AID 1671463 | P16066 | activation, % at 10 µM; in the data active means activation above about 40%
# HGIII-sPLA2 inh: Inhibits HGIII-sPLA2 liposome hydrolysis, primary screen. hit rate 0.56% among 370,000. inhibition, % at 12.2 µM. Q9NZ20. QFRET BODIPY PC-A2 liposome hydrolysis, fluorescence. AID 743126;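 active means inhibition above mean plus 3 SD of compounds lying within the high and low control bounds, cut at about 19% in these data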;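 further: 0% = median of test compound wells and 100% = no enzyme DMSO wells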
# Target sequence (Q9NZ20 whole entry, looked up): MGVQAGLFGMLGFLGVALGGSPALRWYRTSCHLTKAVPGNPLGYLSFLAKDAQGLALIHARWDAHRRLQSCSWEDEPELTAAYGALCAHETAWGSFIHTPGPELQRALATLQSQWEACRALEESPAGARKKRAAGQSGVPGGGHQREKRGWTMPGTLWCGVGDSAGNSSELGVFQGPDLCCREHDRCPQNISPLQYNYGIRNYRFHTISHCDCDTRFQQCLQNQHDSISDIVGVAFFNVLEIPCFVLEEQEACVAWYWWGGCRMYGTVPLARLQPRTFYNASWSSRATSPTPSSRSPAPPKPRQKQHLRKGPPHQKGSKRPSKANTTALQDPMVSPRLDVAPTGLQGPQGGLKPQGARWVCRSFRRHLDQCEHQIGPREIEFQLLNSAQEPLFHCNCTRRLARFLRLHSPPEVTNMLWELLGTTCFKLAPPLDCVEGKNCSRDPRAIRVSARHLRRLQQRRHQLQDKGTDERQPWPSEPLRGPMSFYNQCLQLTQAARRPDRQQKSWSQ
# ADAM10 inh: inhibits human ADAM10; inhibition, % at 7 µM; recombinant ADAM10, EDANS/DABCYL FRET peptide cleavage, 3 h; AID 720582; hit rate 0.62% among 370,000; O14672;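 active means inhibition above a per-campaign cutoff equal to the mean of compounds falling between control-based bounds plus 3 SD, cut at about 20% in these data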;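 further: 0% = DMSO wells while the 100% control is not disclosed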
# FXN GAA850 act: frataxin GAA850 promoter activation. HEK293 lucGAA850 FXN promoter luciferase reporter, 24 h; percent of 10 µM SAHA response. activation, % at 6 µM. hit rate 0.56% among 360,000. AID 540364;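 active means activation above the average of all compounds screened plus 3 SD, cutoff fixed separately per campaign, cut at about 7.5% in these data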;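 further: 0% = DMSO wells and 100% = 10 µM SAHA wells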
# SMARCA2 act: increases SMARCA2 function in MMTV reporter cells | MG213 cells, MMTV-luciferase reporter, dexamethasone, overnight | activation, % at 9.1 µM | hit rate 1% among 370,000 | AID 652017; in the data active means activation above about 7.8%;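 further: 0% = vehicle wells and 100% = reference activator wells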
# NPR2 activator: GC-B (human) receptor activation | P20594 | activation, % at 10 µM | hit rate 0.11% among 370,000 | AID 1920062 | HEK293-GC-B cells, CNP EC30, cGMP TR-FRET; 0% at EC30 CNP, 100% saturating CNP;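 active means activation at 10 µM reaching about 35% in either raw or pattern-adjusted values, limit read from the data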
# DAX1 inh-2: blocks DAX1 repression of SF-1 activated StAR promoter. HEK293T StAR-luciferase reporter, SF-1/DAX-1 repression relief. inhibition, % at 6.8 µM. hit rate 1.1% among 370,000. AID 652010;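 active means inhibition above the mean over all tested compounds plus 3 SD, cut at about 3.6% in these data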;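 further: 0% = DAX-1 cells with DMSO and 100% = cells lacking DAX-1 with DMSO; higher inhibition means more luminescence from relief of DAX-1 repression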
# ssDAF12 agonist: S. stercoralis DAF-12 activation, primary screen | HEK293 ssDAF-12/GRIP1 lit1-tk-luc reporter, luminescence; % of 3 µM dafachronic acid response | activation, % at 6.8 µM | hit rate 1% among 370,000;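 active means activation above the mean over all tested compounds plus 3 SD, cut at about 0.9% in these data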;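 further: 0% = DMSO-only wells and 100% = 3 µM delta7-dafachronic acid wells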
# hcDAF-12 act: activates DAF-12 receptor from parasite H. contortus | HEK293 hcDAF-12 lit1-tk-luc reporter, luminescence; 0% DMSO, 100% Δ7-dafachronic acid | activation, % at 6.8 µM | AID 652067 | hit rate 1.4% among 370,000;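 active means activation above the mean of all tested compounds plus 3 SD, cut at about 5.5% in these data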;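 further: 100% = response to 3 µM Δ7-dafachronic acid high control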
# An asterisk follows results filed as active; i = inactive; . = no result given.
SMILES,hgDAF12 agonist,DAX1 inh-1,GC-A act,HGIII-sPLA2 inh,ADAM10 inh,FXN GAA850 act,SMARCA2 act,NPR2 activator,DAX1 inh-2,ssDAF12 agonist,hcDAF-12 act
COc1ccc(-c2nsc3c(N4CCN(C(=O)c5ccco5)CC4)ncnc23)cc1,1.2,0.2,15.1,5.0,-49.5,2.2,3.6,3.4,0.9,-0.6,0.5
COC(=O)[C@@]12C[C@@H](CC(=O)N3CCN(C(=O)c4ccco4)CC3)C(=O)N(Cc3cccc4ccccc34)C1=CCC(C)(C)C2,-0.8,.,-3.7,-17.2,9.0,.,-3.4,2.0,-0.9,-0.9,-1.7
O=C(Cn1nnc2ccccc21)N/N=C/c1ccco1,1.6,-1.0,-0.9,-1.1,-4.3,0.7,-0.6,0.6,-0.1,-0.6,0.7
CN(C)c1ccc(/C=C/c2nc3ccccc3c(=O)[nH]2)cc1,18.5*,3.2,7.2,2.3,-11.7,0.6,5.9,-1.4,2.6,0.6,6.6*
CCOC(=O)N1CCN(C(=O)c2cccc(N3C(=O)NC4CC3(C)Oc3ccc(Cl)cc34)c2)CC1 (centres undefined),3.8,0.8,-1.7,-11.4,-5.1,-1.4,-1.0,-0.9,-0.6,-1.0,-2.8
COc1ccc(S(=O)(=O)Cc2ccc(C(=O)N3CCN(c4ccccc4F)CC3)o2)cc1,-1.2,-1.3,-0.4,-1.5,3.9,-1.3,-0.5,-18.4,-1.0,-2.3,-1.2
O=C(Nc1ccc(-c2nc3ccccc3c(=O)o2)cc1)c1ccco1,1.2,-0.3,1.3,-6.2,0.3,0.8,2.5,-2.4,0.3,-1.7,0.8
CCN(CC)C(=O)CSc1nnc(CNc2ccc(F)cc2)o1,-0.4,0.5,2.6,-1.0,-3.7,-1.6,2.4,-3.9,0.0,-1.7,-0.7
COc1cc(/C=C(/C#N)c2ccc(C)cc2)ccc1Oc1ccc([N+](=O)[O-])cn1,1.7,0.6,.,0.5,-7.2,-3.2,-0.1,.,-0.1,-1.5,-0.5
C/C(=N\O)C(C)(C)Nc1cccc(Br)c1,-2.4,-1.1,-3.3,-2.0,-6.2,-1.2,1.8,-3.9,-0.1,-1.2,-1.3
O=S1(=O)NC(=NCc2ccco2)c2ccccc21,-2.0,0.9,-3.3,1.9,-3.3,0.9,4.5,3.6,-0.1,-1.6,0.1
Cc1ccc(OC(C)C(=O)N2CC(=O)Nc3ccccc32)cc1 (centres undefined),1.2,1.4,-4.3,2.0,0.5,-2.0,-0.7,-3.1,-0.1,-0.9,-1.6
COc1ccc(NC(=O)CCC(=O)N/N=C/c2cn(C)nc2C)cc1,-1.9,.,-1.6,-1.8,-2.6,1.4,0.4,-1.3,-0.3,-2.4,0.8
CC(C)(C)NC(=O)NCc1cccnc1,0.2,2.5,2.7,17.6,-0.3,2.3,-1.6,5.7,0.4,-0.8,0.3
Cn1cnc([N+](=O)[O-])c1Sc1nc(N)nc2c1ncn2Cc1ccccc1,-3.0,-2.1,35.7,6.0,-3.4,-0.4,0.4,44.0*,-1.1,-1.2,-2.2
CCCCN(C=O)c1c(CC)nc2ccc(C(=O)N(C)Cc3ccccc3)cn12,-0.2,.,-4.4,6.6,-9.5,-2.9,-3.7,1.6,0.1,-0.9,0.6
Cc1ccc(-c2nc3n(n2)Cc2ccccc2-3)cc1,8.0,-3.4,-2.2,4.8,-14.6,-4.7,1.9,-4.3,2.9,2.4*,15.8*
CC(C)(C)NC(=O)CSc1nnc(-c2ccco2)n1Cc1ccco1,1.7,-0.4,-2.8,0.5,13.6,0.6,4.3,4.2,0.1,-1.3,-1.1
O=C(c1cc2ccccc2oc1=O)N1CCN(CCc2ccccc2)CC1,0.7,2.2,-1.4,2.9,-26.1,0.5,-2.3,7.4,-0.4,-1.8,-1.8
Cc1ccc(C)c(N2CCN(C(=O)C3CCCN(S(=O)(=O)c4cnc[nH]4)C3)CC2)c1 (centres undefined),-0.6,-2.5,1.9,-23.1,-0.9,-2.9,-1.6,-8.0,1.1,-1.7,1.4
CCOC(=O)N1CCC(NC(=O)CCC(=O)N2CCOc3ccccc32)CC1,-1.7,-0.1,2.9,-5.3,-9.8,-1.0,1.4,6.6,0.4,-1.5,0.0
Cc1ccccc1C(=O)NNC(=O)C1CC(=O)N(c2ccc3c(c2)OCCO3)C1 (centres undefined),3.8,0.5,5.9,-2.2,3.4,2.1,-4.8,0.8,0.7,-1.5,-0.4
CN1C(=O)C(C)(C)c2cc(S(=O)(=O)N3CCN(c4ccc(F)cc4)CC3)ccc21,0.2,-0.3,3.5,-1.6,4.7,-0.3,-2.2,-8.8,-0.6,-1.3,-2.2
CC(=O)N1CCN(c2ccc(OC[C@H]3CO[C@](Cn4ccnc4)(c4ccc(Cl)cc4Cl)O3)cc2)CC1,-4.7,-1.0,3.1,-25.9,2.7,-0.5,-6.0,4.4,-3.5,-2.1,-3.7
CCOC(=O)C1CCN(S(=O)(=O)c2cc(C(=O)N3CCCCC3)ccc2OC)CC1,-1.3,-0.9,0.5,-3.2,3.3,0.2,-1.8,0.5,-0.7,-0.5,0.8
# (continued)
SMILES,hgDAF12 agonist,DAX1 inh-1,GC-A act,HGIII-sPLA2 inh,ADAM10 inh,FXN GAA850 act,SMARCA2 act,NPR2 activator,DAX1 inh-2,ssDAF12 agonist,hcDAF-12 act
CC1(C)CC(NC(=O)c2coc(=O)c(Br)c2)CC(C)(C)N1,0.5,-0.6,11.2,6.3,i,0.6,0.6,4.1,0.5,-0.8,0.3
O=C(O)c1cccc(S(=O)(=O)N2CCN(Cc3ccc4c(c3)OCO4)CC2)c1,-1.6,0.4,6.9,5.0,-6.9,2.6,-1.1,1.3,0.6,-1.2,2.0
COc1ccc(-c2cc(NC=O)c3ncc(-c4ccc(C(C)=O)cc4)n3c2)cn1,1.8,.,12.2,-8.5,-108.6,-6.2,1.4,11.0,-4.3,-0.7,-2.7
O=C(NCC(c1ccco1)N1CCOCC1)c1ccc(F)cc1 (centres undefined),0.4,-0.3,-3.7,1.1,0.2,-0.7,-0.6,-3.6,1.2,-1.1,0.6
O=C(NCc1ccc(F)cc1)C(=O)c1cn(CC(=O)N2CCCC2)c2ccccc12,0.4,0.1,2.0,-1.9,-1.6,2.4,0.1,-3.1,1.4,-0.5,0.6
CC(CNC(=O)c1cc(COc2ccc3ncccc3c2)on1)c1ccccc1 (centres undefined),-7.5,-1.7,1.8,-16.6,-1.5,0.4,-4.2,-4.3,-7.2,-1.6,-4.4
Cc1cccc(OCCCN2C(=O)C(=O)c3cc(C)ccc32)c1,-0.2,0.2,-15.7,11.0,-0.4,0.7,-2.5,-11.1,-0.8,-0.8,0.9
Cc1ccccc1N/C=C/C(=C(C#N)C#N)N(C)C,3.0,0.0,-1.4,2.6,1.8,1.6,-2.8,6.1,0.2,-0.6,0.6
CCCCn1cnc2c1c(=O)[nH]c(=O)n2CCCC,0.5,-0.3,-0.7,4.8,-1.9,0.7,-0.7,0.9,-0.1,-0.7,1.6
CC(C)Cn1c(N)c(C(=O)COC(=O)/C=C/c2cccs2)c(=O)n(C)c1=O,-4.9,-3.3,1.9,-14.6,8.9,0.5,-7.2,-0.3,-2.1,-2.6,-4.0
COc1ccc(C(=O)NCC(=O)N2CCCC(C(F)(F)F)C2)cc1OC (centres undefined),0.5,-2.0,-0.3,1.0,-10.1,0.9,-0.8,1.1,-2.0,-0.5,-1.1
COc1cc(C=O)ccc1OCC(=O)Nc1cccc(S(=O)(=O)N(C)c2ccccc2)c1,2.1,-1.3,-0.4,-11.4,3.8,-0.2,-0.7,1.3,-1.4,-1.0,-0.4
CC(C)N1CCC(=NNC(=O)c2cccs2)CC1,14.3*,1.0,5.2,1.5,2.4,6.8,5.3,-2.0,9.6*,1.5*,6.1*
O=C(Oc1cc(=O)oc2ccccc12)c1ccccc1,0.3,1.4,3.1,-2.0,-7.6,-0.3,-1.7,-1.0,0.6,-0.5,-0.6
CC(=O)/C(C(=N)N1CCN(c2cccc(Cl)c2)CC1)=C(\C)O,0.6,1.5,2.7,4.6,4.0,-0.8,0.3,-0.6,0.3,-0.8,-1.6
CCCCCCN1CC(=O)N2[C@@H](Cc3c([nH]c4ccccc34)C2(C)C)C1=O,-2.7,0.5,14.2,-15.9,3.5,-2.1,-0.5,4.2,-0.8,-1.4,-0.5
CCCCN(CC)CCNC(=O)Cn1cc2c(n1)-c1c(oc(C(=O)N3CCCC3)c1C)CC2,1.0,-0.8,-1.2,-6.5,-75.8,-6.2,3.1,-0.1,-0.3,-1.1,-0.9
C/C(=N/NC(=O)c1cc(Cl)ccc1O)C12CC3CC(CC(C3)C1)C2,5.4,1.1,2.2,22.8*,-401.2,2.5,1.1,2.1,0.4,-0.4,1.7
Clc1ccc(CSc2nnc(-c3cccnc3)o2)cc1,0.5,-1.2,1.9,-3.1,3.5,2.7,1.5,-0.6,-0.7,-1.1,0.3
COc1ccc(OC2CCN(C(=O)Nc3ccc(C)cc3)CC2)cc1,0.5,-0.9,-1.0,-1.1,4.3,0.6,1.5,-0.3,-0.3,-1.5,-0.3
CCn1cc(C(=O)N(C)c2ccccc2F)c2cc(OC)c(OC)cc2c1=O,0.5,0.0,4.5,1.6,5.0,-1.0,-0.7,7.0,-0.6,-0.7,-1.1
CCc1nnc(NC=C2C(=O)OC(C)(C)OC2=O)s1,3.9,-0.6,3.3,0.8,-2.8,2.2,-3.2,4.4,1.0,-1.5,0.4
O=C(COc1ccccc1)NCCSCc1ccccc1Cl,0.3,1.1,-5.9,-5.5,4.6,0.1,7.2,2.0,0.8,-1.2,-0.3
COc1cccc(CNC(=O)C2CCCN(S(=O)(=O)c3c(C)n[nH]c3C)C2)c1 (centres undefined),0.7,0.0,1.9,-0.7,-0.2,-1.1,-0.9,4.2,0.5,-1.4,-1.0
COc1ccccc1NS(=O)(=O)c1cc(NC(=O)c2ccccc2F)ccc1N1CCOCC1,-4.3,1.1,-6.1,-10.3,5.1,3.3,7.7,-0.7,-0.4,-1.3,-2.2
O=C(CSc1ccccc1)NCc1ccc(F)cc1,3.1,2.4,2.8,5.4,-7.9,2.3,-1.4,-0.4,0.3,-0.1,-0.6
CCOc1ccc(S(=O)(=O)NC2CCCCCC2)cc1,-3.3,-1.1,2.9,-2.8,1.1,-0.5,-0.5,-0.5,-0.8,-1.4,-2.1
Cc1ccc(S(=O)(=O)N2CCOCC2)cc1NC(=O)COC(=O)c1cnccn1,0.9,0.4,1.3,9.9,-22.9,1.4,-3.8,3.2,-0.6,-1.9,1.0

# Quoted at random: two compounds from above
SMILES,hgDAF12 agonist,DAX1 inh-1,GC-A act,HGIII-sPLA2 inh,ADAM10 inh,FXN GAA850 act,SMARCA2 act,NPR2 activator,DAX1 inh-2,ssDAF12 agonist,hcDAF-12 act
CC(C)Cn1c(N)c(C(=O)COC(=O)/C=C/c2cccs2)c(=O)n(C)c1=O,-4.9,-3.3,1.9,-14.6,8.9,0.5,-7.2,-0.3,-2.1,-2.6,-4.0
CCn1cc(C(=O)N(C)c2ccccc2F)c2cc(OC)c(OC)cc2c1=O,0.5,0.0,4.5,1.6,5.0,-1.0,-0.7,7.0,-0.6,-0.7,-1.1

# Bioassay records (PubChem BioAssay)
